Screening results (PubChem BioAssay)
EBI2 antag: EBI2 receptor antagonists, beta-arrestin recruitment, primary screen, cell-based, luminescence, 7a,25-OHC stimulation, uHTS | G-protein coupled receptor 183 (Homo sapiens), P32249 | 7a,25-OHC stimulated | inhibition, % at 5 µM | hit rate 0.81% among 360,000; in the data active = inhibition above about 38%;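 also: enzyme fragment complementation signal reports receptor beta-arrestin coupling in cells; 0% = agonist plus DMSO wells and 100% = wells without agonist; some results beyond the cut were filed as inactive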
Jurkat NFkB inh: inhibitors of induced NF-kB luciferase reporter, primary screen, TCR NF-kB activation inhibitor project, cell-based, luminescence, uHTS; Jurkat, PMA/ionomycin-induced NF-kB luciferase reporter; AID 435003, 2010; inhibition, % at 4 µM; hit rate 0.53% among 330,000; in the data active = inhibition above about 50%
Gli-Sufu antag: Gli-Sufu pathway antagonists, primary screen, luciferase luminescence, Sufu-KO-LIGHT cells, uHTS; hit rate 0.74% among 340,000; AID 588413, 2011; inhibition, % at 5 µM; Sufu-KO-LIGHT fibroblasts, Gli luciferase reporter luminescence;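 active = inhibition above about 55%, limit read from the data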;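 also: 0% = DMSO-treated cells and 100% = wells with medium but no cells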
UBC13 inh: UBC13 polyubiquitin chain formation inhibitors, primary screen, biochemical, TR-FRET, uHTS; Ubiquitin-conjugating enzyme E2 N (Homo sapiens), P61088; inhibition, % at 20 µM; hit rate 0.47% among 330,000; in the data active = inhibition above about 45%, passing the limit was not always enough
CCR6 antag: CCR6 receptor antagonists, primary screen, cell-based, CHO-K1, luminescence, beta-arrestin, uHTS. CHO-K1 CCR6 PathHunter beta-arrestin, CCL20-stimulated. C-C chemokine receptor type 6 (Homo sapiens), P51684. inhibition, % at 20 µM. hit rate 0.49% among 340,000. AID 493098, 2011;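 active = compounds whose inhibition of the agonist-driven luminescence signal at 20 µM reaches about 50%, limit read from the data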;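 also: cells stimulated with CCL20 at 14 nM final; plate controls were DMSO with CCL20 for no effect and DMSO without agonist for full effect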
Target sequence (P51684 whole entry, looked up): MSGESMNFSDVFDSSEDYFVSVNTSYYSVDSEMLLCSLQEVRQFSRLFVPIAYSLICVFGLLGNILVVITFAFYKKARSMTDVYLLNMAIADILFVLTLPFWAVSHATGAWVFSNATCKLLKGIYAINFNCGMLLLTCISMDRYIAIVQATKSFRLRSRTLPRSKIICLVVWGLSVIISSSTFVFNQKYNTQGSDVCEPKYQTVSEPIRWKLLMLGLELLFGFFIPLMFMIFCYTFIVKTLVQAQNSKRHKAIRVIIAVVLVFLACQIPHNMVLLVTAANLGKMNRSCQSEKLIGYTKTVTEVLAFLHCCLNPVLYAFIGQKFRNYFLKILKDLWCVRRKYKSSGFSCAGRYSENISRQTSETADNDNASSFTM
697 NFkB inh: inhibitors of PMA/ionomycin-induced NF-kB reporter, 697 cells, primary screen, B-cell NF-kB inhibitor project, cell-based, luminescence, uHTS | 697 B-cell NF-kB luciferase reporter, 16 h | inhibition, % at 4 µM | hit rate 0.33% among 330,000 | AID 435022, 2010; in the data active = inhibition above about 35%
APJ antag: antagonists of human apelin receptor APJ, primary screen, CHO-K1 cells, beta-arrestin complementation, luminescence | P35414 | inhibition, % at 20 µM | hit rate 0.32% among 330,000 | AID 2521, 2010;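 active = inhibition above about 40% at 20 µM, limit read from the data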;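 also: cells challenged with 10 nM apelin-13 agonist together with compound; plate controls were apelin-13 plus DMSO wells for no effect and DMSO wells lacking apelin-13 for full effect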
Target sequence (P35414 whole entry, looked up): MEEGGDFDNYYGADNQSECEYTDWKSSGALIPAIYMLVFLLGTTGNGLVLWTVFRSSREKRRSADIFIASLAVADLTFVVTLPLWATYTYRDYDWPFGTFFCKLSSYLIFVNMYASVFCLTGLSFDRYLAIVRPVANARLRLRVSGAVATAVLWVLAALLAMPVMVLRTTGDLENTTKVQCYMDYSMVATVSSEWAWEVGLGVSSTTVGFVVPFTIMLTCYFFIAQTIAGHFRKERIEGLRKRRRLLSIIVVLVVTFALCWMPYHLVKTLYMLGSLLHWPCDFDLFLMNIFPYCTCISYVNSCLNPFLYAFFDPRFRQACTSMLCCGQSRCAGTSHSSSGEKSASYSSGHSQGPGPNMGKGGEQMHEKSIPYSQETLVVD
CXCR6 inh: CXCR6 receptor inhibitors, primary screen, cell-based, beta-arrestin, luminescence, CHO-K1 PathHunter, 1536-well; inhibition, % at 20 µM; hit rate 0.36% among 360,000; in the data active = inhibition above about 34%, passing the limit was not always enough;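 also: antagonist mode with CXCL16 agonist at 10 nM final; 0% = 10 nM CXCL16 with DMSO and 100% = unstimulated wells without agonist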
Target sequence (O00574 whole entry, looked up): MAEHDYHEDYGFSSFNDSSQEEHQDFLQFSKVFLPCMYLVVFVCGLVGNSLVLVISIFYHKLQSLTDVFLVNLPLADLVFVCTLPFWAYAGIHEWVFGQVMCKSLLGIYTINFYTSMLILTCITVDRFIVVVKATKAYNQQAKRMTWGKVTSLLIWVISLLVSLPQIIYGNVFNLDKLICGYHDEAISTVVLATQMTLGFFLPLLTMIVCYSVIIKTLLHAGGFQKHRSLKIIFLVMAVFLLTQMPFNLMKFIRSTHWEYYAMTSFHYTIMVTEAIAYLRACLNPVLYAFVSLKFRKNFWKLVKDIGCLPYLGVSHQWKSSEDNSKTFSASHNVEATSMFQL
* marks the source's active call; other numbers are inactive results; nt = no result given.

SMILES | EBI2 antag | Jurkat NFkB inh | Gli-Sufu antag | UBC13 inh | CCR6 antag | 697 NFkB inh | APJ antag | CXCR6 inh
O=C(N/N=C/c1ccncc1)c1ccc(NC(=O)c2ccc(Cl)cc2)cc1 | 14 | 9 | 8 | -27 | 11 | 0 | -10 | -4
O=C(CN1CCN(c2ccccc2O)CC1)Nc1ccnn1C1CCCC1 | 2 | -6 | 6 | -8 | 8 | -25 | -11 | 1
CN(C)CCN(C(=O)c1ccc2ccccc2c1)c1nc2cc3c(cc2s1)OCCO3 | 8 | -61 | 16 | 26 | -2 | -13 | 8 | 6
COc1ccccc1OCc1nnc(SCC(=O)N2CCCCC2)o1 | 5 | 1 | 25 | 0 | -7 | 16 | -15 | -1
CC(C)(C)C1CCc2onc(C(=O)Nc3cnn(Cc4ccc(F)cc4)c3)c2C1 (stereo unspecified) | 44* | -7 | 3 | 7 | -7 | 18 | -18 | -4
COc1cc(C(=O)OC(C)C(=O)N2CCc3ccccc3C2)ccc1OCC(=O)N1CCOCC1 (stereo unspecified) | -10 | 13 | -5 | 6 | 2 | 25 | 8 | -8
CC(C)c1ccccc1NC(=O)c1ccc2ncsc2c1 | -5 | 16 | 37 | 9 | 0 | -8 | -7 | 7
CCc1ccccc1NC(=O)/C(C#N)=C/c1ccc(Sc2ccccc2)o1 | 16 | 11 | -4 | 1 | 22 | 2 | 15 | 10
COc1ccc(OC)c(NC(=O)COC(=O)/C=C/c2ccc(Cl)cc2)c1 | -6 | 3 | 4 | 9 | 6 | 11 | -10 | -3
NC(=O)C1=C[C@@H](c2ccc(Br)cc2)C[C@@H](OCCCCO)O1 | 6 | -4 | 10 | 1 | 13 | -6 | 0 | -5
C/C(=N/Nc1ccccc1[N+](=O)[O-])c1ccc([N+](=O)[O-])cc1 | 8 | -8 | -1 | -46 | 2 | -5 | 15 | -4
O=C1CN(Cc2ccccc2)C(=NCc2ccco2)S1 | 0 | 2 | 4 | -5 | 5 | -26 | -9 | 10
O=C(COC(=O)c1cncc(Br)c1)NC12CC3CC(CC(C3)C1)C2 | 5 | -2 | nt | -3 | nt | 12 | 5 | -1
COc1ccccc1OCCNC(=O)CN(c1cccc(C)c1)S(=O)(=O)c1ccccc1 | 6 | 13 | 31 | 0 | 13 | -1 | 4 | 6
O=[N+]([O-])c1cnc2nc(-c3ccncc3)nn2c1O | -7 | 0 | -7 | -20 | 4 | -15 | -33 | 3
N#Cc1c(NC(=O)CSc2ncc(-c3ccccc3)n2CC2CCCO2)sc2c1CCCC2 (stereo unspecified) | 20 | -18 | 6 | -10 | 4 | -188 | -6 | 13
CCOC(=O)C1=C(C)C(c2ccc(OC)cc2)NC(=S)N1 (stereo unspecified) | -8 | 3 | -1 | 2 | 12 | -1 | 11 | -7
Cc1ccc(C)c(NC(=O)C2=CCN(S(=O)(=O)c3ccc(F)cc3)CC2)c1 | -4 | -1 | -4 | 0 | -8 | 4 | -9 | -3
CCc1ccc(C(=O)CSc2nc3cc(S(=O)(=O)N4CCOCC4)ccc3n2CC)cc1 | 10 | -1 | 0 | 3 | 12 | -2 | -13 | -1
COc1ccccc1C1C=C(c2ccc(C)cc2)Nc2nnnn21 (stereo unspecified) | 1 | -3 | 0 | 11 | 9 | -15 | 2 | -5
CCOC(=O)C1=C(N)n2c(s/c(=C\c3ccncc3)c2=O)=C(C(=O)OCC)C1c1ccncc1 (stereo unspecified) | 38 | -6 | 15 | 6 | 15 | 9 | -3 | -10
O=c1c(-c2ccc(O)cc2)coc2cc(OC3OC(CO)C(O)C(O)C3O)cc(O)c12 (stereo unspecified) | -5 | -36 | -82 | 8 | -1 | -114 | 25 | 0
CCCCNC(=O)c1c(CSc2ccccc2)noc1C(=O)NCc1ccccc1 | 11 | -6 | -2 | -5 | 23 | -30 | 11 | -1
CC1CCCCN1C(C(=O)O)c1ccccc1 (stereo unspecified) | -1 | -2 | -2 | 7 | 7 | 4 | -3 | -11
CCCOc1ccc(NC(=O)C2CCCNC2=O)cc1 (stereo unspecified) | -1 | 10 | -7 | 9 | 0 | 14 | 2 | 0
O=S(=O)(NCCOC12CC3CC(CC(C3)C1)C2)c1cccc2nsnc12 | -4 | -10 | 9 | -2 | 15 | -26 | -10 | -1
CCc1nc2nc(C)c(NS(=O)(=O)c3ccc(Cl)s3)c(=O)n2[nH]1 | -11 | 13 | -9 | -2 | 20 | -4 | -1 | 0
CCN(CC(=O)Nc1ccc(NC(C)=O)cc1)C(=O)c1cccnc1Sc1ccc(C)c(C)c1 | 1 | -9 | 0 | -2 | 7 | -15 | 10 | -8
CN1CCN(C(=O)c2ccc(CNS(=O)(=O)c3cccc(Cl)c3)cc2)CC1 | -3 | -5 | -8 | 3 | 13 | -2 | 18 | -1
CCc1nc2ccc(C(=O)Nc3cccc(C(C)=O)c3)cc2nc1CC | -3 | 4 | -12 | -4 | 5 | 13 | -5 | -13
Cc1cccc(NC(=O)CN2C(=O)c3ccccc3S2(=O)=O)n1 | -5 | -4 | -1 | 0 | 2 | 13 | 32 | 6
NC(=O)C1CCN(c2ncccc2[N+](=O)[O-])CC1 | -1 | -7 | 6 | -8 | 7 | 1 | -3 | 5
O=C(COc1ncnc2ccccc12)Nc1cc([N+](=O)[O-])ccc1F | 0 | -11 | 12 | -19 | 6 | 3 | -11 | -1
CCNC(=O)COc1ccc(C=O)cc1OC | -6 | 8 | 11 | 10 | 4 | -3 | -1 | -9
Cc1ccc(S(=O)(=O)Cc2ccc(C(=O)N3CCN(c4cccc(C)c4C)CC3)o2)cc1 | 11 | 58* | -4 | 9 | 9 | -33 | 0 | -11
O=C(NCC1CCCO1)c1cn(Cc2ccccc2)nc1-c1ccc(Cl)cc1 (stereo unspecified) | 1 | -3 | -4 | 10 | 15 | 4 | 12 | -4
CCOC(=O)c1c(NC(=O)CSc2ncnc3[nH]ncc23)sc2c1CCC(C)C2 (stereo unspecified) | 16 | 0 | 9 | 3 | 16 | -11 | 5 | 2
CCOc1ccccc1NC(=O)CSc1c(C)n[nH]c1C | 3 | 5 | 2 | 6 | -1 | -6 | 9 | -8
CCOc1ccc(S(=O)(=O)N2CCCCC2)cc1NC(=O)CN1CCCC1c1cccs1 (stereo unspecified) | -3 | 3 | 19 | -6 | 13 | -28 | 3 | 16
CC(C)N(Cc1cnn(C)c1)C(=O)c1ccc(OC2CCN(Cc3ccccn3)CC2)cc1 | 0 | -7 | 22 | -3 | 0 | 3 | -22 | -3
COc1ccc(C2(c3ccc(OC)cc3)NC(=O)N(CC(=O)NC3(C#N)CCCC3)C2=O)cc1 | 13 | 13 | -7 | 16 | 6 | 10 | -1 | 0
Cc1cc(C)cc(OCC(=O)OC/C(O)=C(\C#N)c2nc3ccccc3[nH]2)c1 | -15 | 35 | -6 | -8 | 1 | 6 | -3 | 13
CSc1ncccc1C(=O)NCc1ccc(C)cc1 | 4 | 8 | -12 | 3 | -1 | 15 | 14 | 8
Cc1csc(=O)n1CC(=O)OCC(=O)Nc1ccccc1C(C)C | -3 | 5 | -3 | -7 | 8 | 5 | 0 | 15
Cc1cccc(NC(=O)CSCC(=O)OCc2ccccn2)c1 | -4 | 5 | -9 | -3 | -2 | -15 | -9 | 2
OCCC1CN(Cc2cnc(N3CCOCC3)s2)CCN1C1CCCC1 (stereo unspecified) | -1 | -7 | -1 | -3 | 0 | 1 | 14 | 0
O=S(=O)(Cc1cc(Cl)nc(-c2ccncc2)n1)c1ccccc1 | 16 | -1 | -9 | 2 | -12 | 17 | -13 | -15
CCC(CC)NC(=O)c1cc(S(=O)(=O)N2CCCCC2)ccc1N1CCOCC1 | 1 | -7 | -3 | 0 | 2 | -12 | -2 | 5
CC1CN(C(=O)CS(=O)(=O)Cc2ccccc2)CC(C)O1 (stereo unspecified) | 5 | 0 | -13 | -5 | 20 | -5 | 20 | 6
Nc1cc(C(=O)OCC(=O)NCc2ccc(F)cc2)ccc1Cl | -4 | -5 | -2 | 8 | 4 | 6 | 7 | -7

2 entries from above in another layout:
Molecule: OCCC1CN(Cc2cnc(N3CCOCC3)s2)CCN1C1CCCC1 (stereo unspecified)
  EBI2 antag: -1 | Jurkat NFkB inh: -7 | Gli-Sufu antag: -1 | UBC13 inh: -3 | CCR6 antag: 0 | 697 NFkB inh: 1 | APJ antag: 14 | CXCR6 inh: 0

Molecule: O=S(=O)(Cc1cc(Cl)nc(-c2ccncc2)n1)c1ccccc1
  EBI2 antag: 16 | Jurkat NFkB inh: -1 | Gli-Sufu antag: -9 | UBC13 inh: 2 | CCR6 antag: -12 | 697 NFkB inh: 17 | APJ antag: -13 | CXCR6 inh: -15

(next part)
SMILES | EBI2 antag | Jurkat NFkB inh | Gli-Sufu antag | UBC13 inh | CCR6 antag | 697 NFkB inh | APJ antag | CXCR6 inh
N=c1c2ccccc2nnn1-c1ccccc1[N+](=O)[O-] | -13 | nt | -8 | nt | 6 | nt | nt | 2
C(=C\c1ccncc1)/c1ccncc1 | 2 | -20 | 8 | -18 | 9 | 4 | -21 | 1
Cc1cccc(S(=O)(=O)Nc2ccncc2)c1 | -4 | -3 | 6 | 3 | 9 | 1 | 5 | 4
Cc1cccc(NC(=O)c2ccc(Cl)c(NC(=O)c3ccncc3)c2)c1C | -4 | 9 | 4 | 6 | -6 | 13 | 5 | -2
CCNc1nc(NC(C)C)nc(Oc2ccc(=O)n(C)n2)n1 | 0 | -3 | -2 | -2 | -4 | 30 | 8 | 4
Cc1cccn2c(CNCCCOc3cccnc3)c(C(=O)N3CCOCC3)nc12 | -1 | -12 | 5 | 1 | 9 | 2 | -7 | 1

15 of these compounds in another layout.
Order of results – EBI2 antag | Jurkat NFkB inh | Gli-Sufu antag | UBC13 inh | CCR6 antag | 697 NFkB inh | APJ antag | CXCR6 inh
- COc1ccc(C2(c3ccc(OC)cc3)NC(=O)N(CC(=O)NC3(C#N)CCCC3)C2=O)cc1
  13 | 13 | -7 | 16 | 6 | 10 | -1 | 0
- Cc1cc(C)cc(OCC(=O)OC/C(O)=C(\C#N)c2nc3ccccc3[nH]2)c1
  -15 | 35 | -6 | -8 | 1 | 6 | -3 | 13
- CSc1ncccc1C(=O)NCc1ccc(C)cc1
  4 | 8 | -12 | 3 | -1 | 15 | 14 | 8
- Cc1csc(=O)n1CC(=O)OCC(=O)Nc1ccccc1C(C)C
  -3 | 5 | -3 | -7 | 8 | 5 | 0 | 15
- Cc1cccc(NC(=O)CSCC(=O)OCc2ccccn2)c1
  -4 | 5 | -9 | -3 | -2 | -15 | -9 | 2
- OCCC1CN(Cc2cnc(N3CCOCC3)s2)CCN1C1CCCC1 (stereo unspecified)
  -1 | -7 | -1 | -3 | 0 | 1 | 14 | 0
- O=S(=O)(Cc1cc(Cl)nc(-c2ccncc2)n1)c1ccccc1
  16 | -1 | -9 | 2 | -12 | 17 | -13 | -15
- CCC(CC)NC(=O)c1cc(S(=O)(=O)N2CCCCC2)ccc1N1CCOCC1
  1 | -7 | -3 | 0 | 2 | -12 | -2 | 5
- CC1CN(C(=O)CS(=O)(=O)Cc2ccccc2)CC(C)O1 (stereo unspecified)
  5 | 0 | -13 | -5 | 20 | -5 | 20 | 6
- Nc1cc(C(=O)OCC(=O)NCc2ccc(F)cc2)ccc1Cl
  -4 | -5 | -2 | 8 | 4 | 6 | 7 | -7
- N=c1c2ccccc2nnn1-c1ccccc1[N+](=O)[O-]
  -13 | nt | -8 | nt | 6 | nt | nt | 2
- C(=C\c1ccncc1)/c1ccncc1
  2 | -20 | 8 | -18 | 9 | 4 | -21 | 1
- Cc1cccc(S(=O)(=O)Nc2ccncc2)c1
  -4 | -3 | 6 | 3 | 9 | 1 | 5 | 4
- Cc1cccc(NC(=O)c2ccc(Cl)c(NC(=O)c3ccncc3)c2)c1C
  -4 | 9 | 4 | 6 | -6 | 13 | 5 | -2
- CCNc1nc(NC(C)C)nc(Oc2ccc(=O)n(C)n2)n1
  0 | -3 | -2 | -2 | -4 | 30 | 8 | 4
